# Screens (PubChem BioAssay)
# CAL PDZ FP-1 = untagged CAL PDZ binding inhibitors, primary screen, biochemical, fluorescence polarization, HTS; Golgi-associated PDZ and coiled-coil motif-containing protein (Homo sapiens), Q9HD26; purified CAL PDZ, TMR-peptide fluorescence polarization, 1 h; AID 602252, 2012; actives 0.92% (n = 300,000); inhibition, % at 24.9 µM;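 active = mean inhibition of at least 30% with at least half of replicates also reaching 30%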;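 also: 0% = DMSO neutral control and 100% = excess unlabeled competitor peptide PRC23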
# CAL PDZ FP-2 = CAL PDZ peptide-binding inhibitors, primary screen, biochemical, fluorescence polarization, Cer-tagged CAL PDZ, HTS. AID 504414, 2011. actives 0.02% (n = 330,000). purified CAL PDZ, TMR-peptide fluorescence polarization, 1 h. inhibition, % at 20 µM;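 active = highest replicate inhibition of at least 40%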;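 also: plate controls were DMSO neutral control wells for no effect and unlabeled competitor peptide control wells for full effect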
#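 Assay system – tagged CAL PDZ protein CerCALP, purified · Timing – 1 h at RT · Compound – single point, 20 µM · Measured by – fluorescence polarization from S- and P-plane intensities, G-factor corrected · Evaluation – inhibition from polarization loss · Probe or stimulus – TMR reporter peptide T*-PRC34 · Buffer or medium – pH 7.4 phosphate-saline buffer, reducing agent, detergent, IgG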
# cardiac RTF act = cardiac RTF calcium sensitivity activators, primary screen, biochemical, IANBD-TnC fluorescence, EC20 calcium. Troponin I, cardiac muscle (Homo sapiens) + Troponin T, cardiac muscle (Homo sapiens) + …. IANBD-labeled TnC RTF fluorescence at EC20 calcium; 0% EC20 calcium, 100% full calcium. activation, % at 7.2 µM. actives 0.24% (n = 340,000). AID 493008, 2010;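 active = activation above the mean over all tested compounds plus 3 SD, cut at about 30% in these data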;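 also: rise in fluorescence read as greater calcium sensitivity of cardiac thin filaments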
# CDK5 p35 inh = inhibitors of human CDK5/p35 kinase, primary screen, biochemical, single concentration; Cyclin-dependent kinase 5 (Homo sapiens) + Cyclin-dependent kinase 5 activator 1 (Homo …; Recombinant CDK5/p35, ADP-Glo luminescence, 60 min; inhibition, % at 10 µM; actives 0.01% (n = 330,000); AID 488839, 2010;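 active = highest replicate inhibition of at least 50% and at least 75% of replicates reaching 50%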;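 also: plate controls were DMSO neutral control for no effect and GW8510 at 10 µM for full effect; many of its hits are not listed in these tables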
# Target sequence (Q00535 whole entry, looked up): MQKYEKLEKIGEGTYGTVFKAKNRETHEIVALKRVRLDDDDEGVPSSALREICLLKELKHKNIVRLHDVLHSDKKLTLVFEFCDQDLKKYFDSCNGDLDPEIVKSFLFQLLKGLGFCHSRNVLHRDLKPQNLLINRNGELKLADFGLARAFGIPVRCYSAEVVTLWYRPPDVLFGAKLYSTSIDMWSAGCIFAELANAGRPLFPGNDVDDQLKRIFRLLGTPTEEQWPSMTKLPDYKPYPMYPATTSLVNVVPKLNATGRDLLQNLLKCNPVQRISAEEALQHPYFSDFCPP
# Target sequence (Q15078 whole entry, looked up): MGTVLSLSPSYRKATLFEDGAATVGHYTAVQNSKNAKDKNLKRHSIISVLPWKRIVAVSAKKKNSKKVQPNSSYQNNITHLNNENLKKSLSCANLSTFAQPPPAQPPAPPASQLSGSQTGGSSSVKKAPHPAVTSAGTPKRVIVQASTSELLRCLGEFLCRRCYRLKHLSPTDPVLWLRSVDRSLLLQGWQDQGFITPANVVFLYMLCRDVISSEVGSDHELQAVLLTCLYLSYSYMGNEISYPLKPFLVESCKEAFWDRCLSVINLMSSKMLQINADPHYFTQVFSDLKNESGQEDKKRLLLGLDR
# Wnt act = Wnt/beta-catenin pathway activators, primary screen, cell-based, plate reader, single point; activation, % at 9.35 µM; actives 1.2% (n = 300,000); Wnt/beta-catenin reporter cell assay, activator; in the data active = activation above about 30%, passing the limit was not always enough;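 also: 0% = neutral control wells and 100% = positive control wells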
# dFosB activator = activators of delta FosB homodimer, primary screen, biochemical, fluorescence polarization, TAMRA-CDK5 oligo, single point; activation, % at 25 µM; actives 0.99% (n = 340,000); purified delta FosB; percent of positive-control signal above neutral wells; Protein FosB (Mus musculus), P13346;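 active = mean activation above about 17%, with every replicate also reaching it, limit read from the data, passing the limit was not always enough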;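 also: fluorescence polarization rise as delta FosB binds a TAMRA Cdk5 AP-1 oligo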
# Tat export inh = E. coli Tat export inhibitors, primary screen, MC4100, TorA-mCherry reporter, fluorescence, single point; actives 0.036% (n = 340,000); inhibition, % at 10 µM;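 active = mean replicate inhibition at least 50% and at least half of replicates individually reaching 50%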;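 also: exported cargo escapes ClpAP degradation while cytoplasmic cargo is degraded and loses fluorescence; 0% = median of neutral control wells and 100% = median of NaSCN control wells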
# MITF TRPM1 HTS = activators of MITF-driven TRPM1 promoter reporter, primary screen, cell-based, SK-MEL-5, luciferase, single point. SK-MEL-5 TRPM1-promoter luciferase, 24 h; % of positive control, neutral wells = 0. activation, % at 12.5 µM. actives 0.75% (n = 300,000);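 active = mean activation of at least 80% with every replicate also reaching 80%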;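 also: 0% = neutral control wells and 100% = parthenolide positive control wells; values of inactives mirror those of a sister screen read the other way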
# Rtt109 Vps75 = inhibitors of C. albicans Rtt109/Vps75 HAT, primary screen, biochemical, ThioGlo CoA-SH fluorescence, plate reader | purified Rtt109/Vps75, 4 h | inhibition, % at 34.9 µM | actives 0.16% (n = 330,000) | AID 540336, 2011;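 active = inhibition of at least 50% in every replicate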
# Target sequence (Q5AAJ8 whole entry, looked up): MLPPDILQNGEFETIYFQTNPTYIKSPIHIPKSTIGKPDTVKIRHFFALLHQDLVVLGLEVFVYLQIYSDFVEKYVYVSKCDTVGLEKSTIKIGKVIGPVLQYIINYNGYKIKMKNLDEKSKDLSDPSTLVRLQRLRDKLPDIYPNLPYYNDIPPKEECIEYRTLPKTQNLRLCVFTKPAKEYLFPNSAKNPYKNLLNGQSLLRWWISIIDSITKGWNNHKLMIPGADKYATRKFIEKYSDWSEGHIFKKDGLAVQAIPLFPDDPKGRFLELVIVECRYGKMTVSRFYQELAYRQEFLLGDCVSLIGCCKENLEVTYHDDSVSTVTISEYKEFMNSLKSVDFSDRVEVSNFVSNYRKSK
# V-ATPase pHluor = regulators of yeast V-ATPase proton pumping, primary screen, pHLuorin cytosolic pH fluorescence. S. cerevisiae. response, % at 10 µM. actives 0.37% (n = 350,000); in the data active = response mostly above about 7.3%, no sharp cut-off; inactive = mostly below about 5.4%; also: actives read high; inactives centre near 0; some compounds called inactive have numbers as strong as hits; reference of the scale not given here
# The depositor's hits bear a star; . = no result given.
SMILES,CAL PDZ FP-1,CAL PDZ FP-2,cardiac RTF act,CDK5 p35 inh,Wnt act,dFosB activator,Tat export inh,MITF TRPM1 HTS,Rtt109 Vps75,V-ATPase pHluor
Cc1cc(C)n(-c2ccc(C(=O)NCc3cccs3)cc2)n1,-4,-0.3,2,1.7,0,-11,1,14,-2,-1
O=c1[nH]c(CN2CCN(Cc3ccc4c(c3)OCO4)CC2)nc2ccccc12,.,-1.0,6,-0.1,.,-4,4,-7,2,1
CSc1ccccc1NC(=O)c1ccc([N+](=O)[O-])cc1,-1,-1.1,8,-8.0,-1,5,4,14,-7,5
O=C(CCCOc1cccc(Br)c1)NCCOc1ccccc1,0,-2.4,-8,0.9,1,-9,2,-17,-2,4
CN=C1C([N+](=O)[O-])=CC=C2C1=NC1(CCCCC1)N2O,-3,-0.1,11,-0.1,.,-6,-11,10,2,-1
Cc1nc2sc3c(c2c(=O)n1/N=C/c1cccnc1)CCCC3,-5,9.6,0,-0.7,1,-9,-2,-12,2,2
Nc1cccnc1-n1nc(C(F)(F)F)cc1C(F)(F)F,-3,-0.6,5,2.9,1,-6,-1,11,2,1
CCCC(c1nnnn1C1CCCCC1)N1CCN(C2CCCC2)CC1 (stereo unspecified),-3,-0.4,-4,-0.8,-1,-11,2,.,-2,-5
O=C1CCCC2=C1C(c1cccc(Br)c1)n1nc(-c3ccco3)nc1N2 (stereo unspecified),.,-2.0,3,0.2,-2,-13,0,-3,-1,5
CC1(C)CC(=O)C2=C(C1)Nc1cc3c(cc1C2c1ccc(F)cc1)OCO3 (stereo unspecified),0,-3.0,-3,-0.1,-2,-5,-5,3,4,0
CCn1cc(CN2CCC(C(=O)Nc3cccc(-c4cccc(Cl)c4)c3)CC2)c(C)n1,-4,-8.5,3,-1.3,-1,-6,-2,-9,14,-3
O=C1CCCN1C(=O)COc1ccc([N+](=O)[O-])cc1,-4,0.4,2,0.4,-2,-10,10,-3,-5,3
COc1ccc(NC(C)=O)cc1NC(=O)c1cccc(S(=O)(=O)N2CCc3ccccc32)c1,.,-1.2,-4,-0.6,-3,0,1,-6,21,-2
Cc1ccc(F)cc1NC(=O)c1cnccn1,0,.,0,2.3,0,0,-3,12,-2,0
COc1cccc(NC2=C(NCCO)C(=O)c3ccccc3C2=O)c1,-3,-0.7,-4,-0.7,0,5,-6,-14,3,0
COc1ccc2nc3c(cc2c1)c(NC(=O)CC(C)C)nn3CC(C)C,-5,-0.9,0,42,4,-4,11,.,-8,-5
O=C(/C=C/c1ccc(-c2ccccc2[N+](=O)[O-])o1)c1ccc(F)cc1,-1,-0.3,6,-4.4,.,-11,-8,15,-6,-1
COc1cc2c(cc1OC)CN(C(=O)CCCN1C(=O)c3ccccc3C1=O)CC2,-2,-0.1,3,1.6,.,-11,4,7,4,2
O=C(O)Cc1ccc(NC(=S)Nc2cccc(Cl)c2Cl)cc1,-4,-1.9,3,1.2,.,-9,-3,-15,-5,3
O=C(COc1ccc(Cl)cc1[N+](=O)[O-])N1CCCCCC1,.,0.1,19,-1.0,-1,-10,0,2,-4,6
O=C1CCN(C(=S)NCc2ccccc2)CC1,-2,-1.2,-2,-0.2,-1,-3,-2,-5,-11,2
COCCCNC(=O)Cc1c(C)c2c(cc(C)c3c(C(C)(C)C)coc32)oc1=O,-4,-3.2,3,-0.4,-5,-22,23,-15,6,1
CC(C)c1ccc(C2CC(=O)c3cnc(N4CCc5ccccc5C4)nc3C2)cc1 (stereo unspecified),1,0.2,1,4.8,.,0,3,-6,2,-1
O=C(CCc1nc2ccccc2c(=O)[nH]1)NCc1cccc(Cl)c1,-2,-0.6,2,1.4,.,-1,6,-4,-7,-2
CS(=O)(=O)N1CCN(C(=O)COc2ccc3ccccc3c2)CC1,-1,-2.2,1,-1.8,0,3,1,12,2,2
# Additional entries
SMILES,CAL PDZ FP-1,CAL PDZ FP-2,cardiac RTF act,CDK5 p35 inh,Wnt act,dFosB activator,Tat export inh,MITF TRPM1 HTS,Rtt109 Vps75,V-ATPase pHluor
O=S(=O)(Nc1nccs1)c1ccc(NS(=O)(=O)c2cccs2)cc1,.,-0.9,4,1.1,.,-9,-2,7,-4,-4
Cc1ccc(S(=O)(=O)NCc2ccc(N3CCN(C(=O)OC(C)(C)C)CC3)cc2)cc1,-4,-1.7,1,-0.7,0,-8,-1,-19,-9,-1
O=C(Nc1nc(-c2ccc(Cl)s2)cs1)c1ccccc1,-2,-2.3,6,-1.7,16,14,-7,27,3,2
O=C(NNS(=O)(=O)c1ccc(F)cc1)C1CCCCC1,-1,-2.7,-2,-0.2,-1,-1,5,4,4,4
CCCCN(CC)c1nc(N)c(C#N)c(CC#N)c1C#N,-6,.,4,0.1,-29,-5,-3,.,-3,3
COc1ccc(CN2CCN(c3ncccn3)CC2)c(C)c1C,.,1.6,6,-0.1,-1,0,-3,0,16,4
COc1ccc(N(CC(=O)NCC2CCCO2)S(=O)(=O)c2ccc(C)cc2)cc1OC (stereo unspecified),3,-0.3,0,0.2,-2,-3,-7,-4,2,-7
CCN(CC)C(=O)Oc1cc2c(-c3cc4cccc(OC)c4o3)cc(=O)oc2cc1C,.,-0.1,-2,1.9,-1,-11,-6,-5,7,3
Cc1cccc(N2CCN(CCCNC(=O)c3ccc(NC(=O)C4=CSCCO4)cc3)CC2C)c1 (stereo unspecified),-1,-3.1,3,-2.5,-2,-7,4,-5,0,2
CC1CCN(C(=O)CSc2nc3c(c(=O)n2C)SCC3)CC1,-3,-1.1,-1,0.4,-1,-5,-4,3,-2,0
c1ccc(N/N=C(\Cc2ncc[nH]2)c2ccccc2)cc1,2,-0.6,1,-0.6,-2,-11,-3,-1,2,-2
CC1(C)CC(=O)c2sc(NS(=O)(=O)c3ccc(Br)cc3)nc2C1,-4,-1.5,5,0.0,-1,3,-2,1,6,0
COc1ccc(-n2c(=S)[nH]c3cc(C(=O)NCc4ccccc4)ccc3c2=O)c(OC)c1,0,-0.2,-5,1.2,-4,-8,8,-16,-2,2
COc1cccc(N2CCN(Cc3nc(N)nc(N4CCCc5ccccc54)n3)CC2)c1,-9,-1.1,-3,0.8,.,-12,-10,-13,11,1
CCN1CCN(c2ccc(S(=O)(=O)N3CCOCC3)cc2NC(=O)c2cccc([N+](=O)[O-])c2)CC1,0,-2.7,1,-5.2,-1,-7,0,0,-4,0
O=C(Nc1ccc(Cl)cc1)N1CCN(c2ccccc2)CC1,.,-0.8,2,0.2,.,-4,10,.,-9,3
CNc1nc2c(C)cccn2c(=O)c1C=NCc1ccccc1,-2,-0.7,11,0.8,3,-6,-8,.,-9,-5
Cc1c(C(=O)N2CCC(n3nccc3NC(=O)C3CC3)CC2)[nH]c2ccc(Cl)cc12,-2,-0.3,-1,-1.1,-2,-6,2,-5,10,0

# 16 of the compounds above, tab-delimited:
Molecule	CAL PDZ FP-1	CAL PDZ FP-2	cardiac RTF act	CDK5 p35 inh	Wnt act	dFosB activator	Tat export inh	MITF TRPM1 HTS	Rtt109 Vps75	V-ATPase pHluor
O=S(=O)(Nc1nccs1)c1ccc(NS(=O)(=O)c2cccs2)cc1	.	-0.9	4	1.1	.	-9	-2	7	-4	-4
Cc1ccc(S(=O)(=O)NCc2ccc(N3CCN(C(=O)OC(C)(C)C)CC3)cc2)cc1	-4	-1.7	1	-0.7	0	-8	-1	-19	-9	-1
O=C(Nc1nc(-c2ccc(Cl)s2)cs1)c1ccccc1	-2	-2.3	6	-1.7	16	14	-7	27	3	2
O=C(NNS(=O)(=O)c1ccc(F)cc1)C1CCCCC1	-1	-2.7	-2	-0.2	-1	-1	5	4	4	4
CCCCN(CC)c1nc(N)c(C#N)c(CC#N)c1C#N	-6	.	4	0.1	-29	-5	-3	.	-3	3
COc1ccc(CN2CCN(c3ncccn3)CC2)c(C)c1C	.	1.6	6	-0.1	-1	0	-3	0	16	4
COc1ccc(N(CC(=O)NCC2CCCO2)S(=O)(=O)c2ccc(C)cc2)cc1OC (stereo unspecified)	3	-0.3	0	0.2	-2	-3	-7	-4	2	-7
CCN(CC)C(=O)Oc1cc2c(-c3cc4cccc(OC)c4o3)cc(=O)oc2cc1C	.	-0.1	-2	1.9	-1	-11	-6	-5	7	3
Cc1cccc(N2CCN(CCCNC(=O)c3ccc(NC(=O)C4=CSCCO4)cc3)CC2C)c1 (stereo unspecified)	-1	-3.1	3	-2.5	-2	-7	4	-5	0	2
CC1CCN(C(=O)CSc2nc3c(c(=O)n2C)SCC3)CC1	-3	-1.1	-1	0.4	-1	-5	-4	3	-2	0
c1ccc(N/N=C(\Cc2ncc[nH]2)c2ccccc2)cc1	2	-0.6	1	-0.6	-2	-11	-3	-1	2	-2
CC1(C)CC(=O)c2sc(NS(=O)(=O)c3ccc(Br)cc3)nc2C1	-4	-1.5	5	0.0	-1	3	-2	1	6	0
COc1ccc(-n2c(=S)[nH]c3cc(C(=O)NCc4ccccc4)ccc3c2=O)c(OC)c1	0	-0.2	-5	1.2	-4	-8	8	-16	-2	2
COc1cccc(N2CCN(Cc3nc(N)nc(N4CCCc5ccccc54)n3)CC2)c1	-9	-1.1	-3	0.8	.	-12	-10	-13	11	1
CCN1CCN(c2ccc(S(=O)(=O)N3CCOCC3)cc2NC(=O)c2cccc([N+](=O)[O-])c2)CC1	0	-2.7	1	-5.2	-1	-7	0	0	-4	0
O=C(Nc1ccc(Cl)cc1)N1CCN(c2ccccc2)CC1	.	-0.8	2	0.2	.	-4	10	.	-9	3
